Screening results as filed in PubChem.
TRAIL sens C8: sensitizes caspase-8 expressing cells to TRAIL; NB7+C8 cells + TRAIL, ATPlite viability luminescence; inhibition (viability loss, TRAIL sensitization), % at 10 µM; actives 1% (n = 360,000); AID 624354;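 active means compounds causing at least 50% loss of cell viability in the single-dose screen, relative to plate controls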
COUP-TFII inh: blocks human COUP-TFII nuclear receptor | P24468 | HEK293T NGFI-A luciferase reporter, luminescence | inhibition, % at 8.6 µM | actives 0.7% (n = 370,000);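 active means inhibition above a per-plate cutoff, mean inhibition of test wells between control levels plus 3 SD, cut at about 38% in these data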;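 further: cells cotransfected with COUP-TFII expression vector driving the NGFI-A reporter; 0% = median of COUP-TF2 test wells and 100% = reporter-only cells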
TWEAK Fn14 block: TWEAK-Fn14 signaling inhibition. TWEAK-stimulated Fn14 reporter cells, luciferase luminescence, 8 h. inhibition, % at 10 µM. actives 2% (n = 360,000); in the data active means inhibition above about 50%
SRC3 inh: inhibits human SRC3 coactivator | Q9Y6Q9 | HEK293 GAL4-SRC3 luciferase reporter, luminescence | inhibition, % at 3.6 µM | actives 0.17% (n = 360,000) | AID 588352;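 active means inhibition above a per-campaign cutoff, the mean of all compounds plus 3 SD, cut at about 60% in these data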;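 further: 0% = DMSO-treated cells and 100% = gossypol-treated cells at 36 µM; higher means less SRC3-driven luciferase light from the GAL4 reporter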
NR5A2 inv ag: inverse agonists of human LRH-1 (NR5A2); O00482; HEK293T StAR-luciferase reporter, LRH-1 transfected, 24 h; inhibition, % at 3.6 µM; actives 0.13% (n = 360,000);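 active means inhibition above the mean inhibition of all tested compounds plus 3 SD, cut at about 73% in these data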;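 further: 0% = DMSO wells and 100% = reporter-only cells lacking LRH-1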
NCOA2 inhibitor: human SRC2 (NCOA2) inhibition. Q15596. HEK293 GAL4-SRC2 luciferase reporter, luminescence. inhibition, % at 9 µM. actives 0.17% (n = 370,000). AID 651957;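 active means inhibition above the mean inhibition of all tested compounds plus 3 SD, set per campaign, cut at about 52% in these data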;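 further: 0% = DMSO treated cells and 100% = cells given Gossypol at 36 µM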
TROY NFkB inh: TROY signaling inhibition; inhibition, % at 10 µM; Q293 LMP1-TROYcd NF-kB luciferase reporter, 4 h; actives 0.98% (n = 360,000);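 active means compounds whose plate-normalised and pattern-corrected inhibition of the luciferase reporter signal at the single screening dose is 50% or more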
EBV LMP1 NFkB: inhibitors of Epstein-Barr LMP1-induced NF-kappaB reporter. LMP1-induced NF-kappaB luciferase reporter cells, luminescence. inhibition, % at 12.5 µM. actives 0.69% (n = 350,000). AID 504558; in the data active means inhibition above about 41%;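 further: 0% = neutral control wells and 100% = reference inhibitor control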
CF NFkB inh: cystic fibrosis NF-kB activation inhibition. inhibition, % at 5 µM. actives 0.86% (n = 360,000). KKLEB NF-kB-GFP reporter, PAF-induced, GFP fluorescence overnight. AID 588850;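 active means at least 50% inhibition at 5 µM, scaled per plate between neutral and stimulator controls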;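 further: PAF is a Pseudomonas aeruginosa culture filtrate used as stimulus; plate controls were PAF-stimulated DMSO wells for no effect and unstimulated DMSO wells for full effect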
KKLEB tox: CF airway cell cytotoxicity counter-screen; KKLEB CF airway cells viability, ATPlite luminescence, overnight; hits give low values; cells stimulated with P. aeruginosa culture filtrate; activity change (cytotoxicity), % at 5 µM; actives 0.36% (n = 360,000);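 active means corrected activity change at or below -50% at 5 µM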
NCOA1 inh: human NCOA1 inhibition; Q15788; HEK293 GAL4-SRC1 luciferase reporter, luminescence; inhibition, % at 3.6 µM; actives 0.12% (n = 360,000); AID 588354;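 active means inhibition above the campaign mean plus 3 SD, with each screening campaign given its own cutoff, cut at about 60% in these data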;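 further: 0% = DMSO treated cells and 100% = gossypol at 36 µM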
Numbers without * were called inactive; x = no result given.

SMILES	TRAIL sens C8	COUP-TFII inh	TWEAK Fn14 block	SRC3 inh	NR5A2 inv ag	NCOA2 inhibitor	TROY NFkB inh	EBV LMP1 NFkB	CF NFkB inh	KKLEB tox	NCOA1 inh
CC(=O)c1ccc(Nc2ccc(-c3ccccc3C)nn2)cc1	26	-32	-11	-72	-114	-93	-51	4	-2	1	-48
COc1ccc(/C=N/OCC(=O)NC(c2ccccc2)c2ccccc2)c(OC)c1	-8	25	15	-2	7	8	4	13	3	4	-38
O=C(CCCn1c(=O)[nH]c2cc(Cl)ccc2c1=O)N1CCN(c2ccc([N+](=O)[O-])cc2)CC1	23	-1	-21	2	10	-12	20	0	-3	-15	1
CCCc1nc(SCC(=O)N2CCCC2)c2ccccc2n1	36	-10	-13	7	3	17	-2	4	8	-4	11
O=S(=O)(/N=C(/Nc1ccccc1F)c1ccccc1)c1ccccc1	3	7	-18	14	-3	22	-8	4	0	8	-3
Cc1ccc(C2/C(=C(\O)c3ccc4c(c3)OCCO4)C(=O)C(=O)N2Cc2cccnc2)cc1 (configuration not stated)	-17	12	14	11	1	-17	-5	3	5	-17	26
CCOC(=O)[C@]12CCC=C1N(Cc1ccco1)C(=O)[C@H](CC(=O)NCc1ccccc1)C2	-5	9	9	x	-39	17	-6	x	x	x	x
C=CCNc1nc(N)c([N+](=O)[O-])c(N2CCCCCC2)n1	-11	16	24	-1	-11	-8	10	0	35	-22	2
CC(C)N(Cc1nc(-c2ccccc2)no1)C(=O)CN1C(=O)c2ccccc2C1=O	11	-49	22	17	5	4	0	4	7	0	2
O=C(N/N=C/c1cccc([N+](=O)[O-])c1)c1c[nH]c2ccccc12	13	-10	-32	-45	-5	-74	-33	-17	8	-21	-40
COc1ccc(CN2CCN(Cc3cccc4nonc34)CC2CCO)c(C)c1C (configuration not stated)	2	-3	2	6	3	-13	2	2	9	0	-16
c1cc2c3c(cccc3c1)NC1(CCCC1)N2	-6	16	-12	-3	-7	15	8	6	13	-3	7

2 records picked at random from the list so far:
SMILES	TRAIL sens C8	COUP-TFII inh	TWEAK Fn14 block	SRC3 inh	NR5A2 inv ag	NCOA2 inhibitor	TROY NFkB inh	EBV LMP1 NFkB	CF NFkB inh	KKLEB tox	NCOA1 inh
COc1ccc(CN2CCN(Cc3cccc4nonc34)CC2CCO)c(C)c1C (configuration not stated)	2	-3	2	6	3	-13	2	2	9	0	-16
CCOC(=O)[C@]12CCC=C1N(Cc1ccco1)C(=O)[C@H](CC(=O)NCc1ccccc1)C2	-5	9	9	x	-39	17	-6	x	x	x	x

Carrying on.
SMILES	TRAIL sens C8	COUP-TFII inh	TWEAK Fn14 block	SRC3 inh	NR5A2 inv ag	NCOA2 inhibitor	TROY NFkB inh	EBV LMP1 NFkB	CF NFkB inh	KKLEB tox	NCOA1 inh
CC1CCCN(C(=O)Cn2c(=O)oc3cc(S(=O)(=O)N4CCCCC4C)ccc32)C1 (configuration not stated)	-8	10	3	17	6	17	2	-1	-12	-7	-2
Cc1cc([N+](=O)[O-])nn1CCCC(=O)Nc1ccc(Cl)cc1Cl	1	18	-7	9	1	-11	0	12	5	0	62*
Cc1[nH]n(-c2ccccc2)c(=O)c1C(=O)Nc1ccccc1	-10	-20	-1	-23	-22	-18	-13	2	7	-16	0
Cc1ccc2c(C(=O)CN3CCCC(C)C3)c(C)[nH]c2c1 (configuration not stated)	-8	0	-5	-5	2	-49	7	-3	9	0	-9
COc1ccccc1CNC(=S)NC1CCCCC1	-6	-3	-18	-15	-7	2	-2	-6	2	16	-10
CCn1ncc(NC(=S)NCCc2ccc(OC)c(OC)c2)c1C(N)=O	-5	4	4	11	-2	-16	15	6	-6	10	-8
CCCNC(=O)C1(C)CCCN(C(=O)c2ccccc2F)C1 (configuration not stated)	-15	-3	-7	8	-18	3	-1	x	-6	-3	9
CSc1nc(-c2ccccc2)nc(N2CCOCC2)c1C(C)=O	-2	14	-2	11	2	-25	-5	-7	3	-2	-3
COC(=O)c1cn(C(=O)c2cccs2)c2ccccc12	-4	-5	13	4	8	-4	-1	-1	-4	-3	1
COc1cc(CNc2ncnc3c2ncn3[C@H]2CN(CCc3ccccc3)C[C@@H](CO)O2)cc(OC)c1OC	-25	-22	9	6	20	1	5	x	-7	-2	-3
Nc1c(N2CCN(c3ccccc3)CC2)c2ccccc2oc1=O	26	-1	41	32	0	30	-14	10	36	-6	20
CCc1ccc(NC(=O)Cn2cccc2)cc1	4	-21	-8	-13	-1	-7	-8	-11	-1	10	2
Cc1csc(=O)n1CC(=O)OCC(=O)c1ccc(Br)cc1	-25	-13	-10	-4	-14	8	27	9	25	-15	-3
COc1cc(C(=O)N/C(=C/c2ccc(F)cc2)C(=O)NC(C(=O)O)c2ccccc2)cc(OC)c1OC (configuration not stated)	22	-11	-9	-9	2	-8	-23	-1	-1	-8	-19
COc1ccc2c(c1)C(=O)CC(c1ccccc1)O2 (configuration not stated)	-3	-18	-4	-20	-39	-50	-30	-10	18	-16	-55
O=C(N/N=C/c1cc(Br)c(O)c(Br)c1)c1cccc(C(F)(F)F)c1	2	6	3	15	-14	-8	-9	-2	3	2	-25
Cc1ccccc1-c1nc(CS(=O)(=O)CC(=O)N2CCc3ccccc32)c(C)o1	-26	-4	10	3	-5	5	18	-11	12	0	-19
COc1ccc(C(=O)n2nc(-c3ccc(C)cc3)nc2N)cc1OC	15	-11	47	19	-2	5	0	8	8	-22	-18
CC(=O)Nc1ccc(S(=O)(=O)Nc2nc(C)nc3sc(C)c(C)c23)cc1	-6	6	0	9	4	-14	12	-5	-18	18	2
CCN(CC)C(=O)c1cc2c(=O)c3cc(F)ccc3oc2nc1C	-4	-1	-10	-25	-55	-5	-48	-19	-8	7	-35
C=CCn1c(SCC(=O)Nc2ccc(N3CCOCC3)cc2)nnc1-c1ccncc1	28	-1	-5	6	13	18	22	-1	-1	-17	2
CC(C)(C)NC(=O)CSc1nnc(Cc2ccccc2)n1CC1CCCO1 (configuration not stated)	-2	6	8	13	3	-19	2	8	-2	1	-48
CN(C(=O)Cn1nnc(-c2ccc(F)cc2)n1)C1CCS(=O)(=O)C1 (configuration not stated)	-4	-12	7	-9	-3	-7	-5	-2	-16	19	-1
O=[N+]([O-])c1nn(-c2ccc3c(c2)OCCO3)n(O)c1=NC1CCCCC1	1	-29	25	-27	-9	-16	-24	3	-6	8	-53
CC(=O)c1cccc(NC(=O)c2ccc3c(c2)OCO3)c1	7	-36	-13	-8	-39	7	-38	-17	0	5	-38
O=C(COc1ccc(Cl)cc1Cl)Nc1ccccc1F	58*	-27	55*	-70	-124	-30	-7	-38	-31	-18	-112
OCCC1CN(Cc2cnc(-c3ccc(Cl)cc3)nc2)CCN1C1CCCC1 (configuration not stated)	2	25	0	5	1	16	-9	2	24	-3	-4
COc1ccc(N2CCN(C(=O)COC(=O)c3oc4ccc(OC)cc4c3C)CC2)cc1	4	24	22	-15	0	20	41	-1	15	-18	-10
COc1ccc(C(=O)NCCc2cccc(Cl)c2)cc1OC1CCN(C(C)=O)CC1	-3	-3	-19	3	12	-13	-18	-4	21	5	3
CC1CCCN(CC(=O)NC(=O)NC2CCCCC2)C1 (configuration not stated)	5	-21	-9	-10	-8	2	-20	2	13	10	-25
CCN(C(=O)CCS(=O)(=O)c1cccc2nonc12)c1ccc(F)cc1	5	12	8	6	6	-17	-9	-2	4	-19	6
Cc1ccc(C(=O)N/N=C\c2cc3c(cc2Br)OCO3)cn1	-8	6	-6	13	7	1	-9	-2	-10	6	-8
C/C(=N\NC(=S)NCc1ccccc1)c1ccc2c(c1)OCCO2	-1	9	15	-2	-4	-34	-5	-5	-3	8	2
COc1cc(C(=O)NCC(c2ccco2)N2CCc3ccccc3C2)cc(OC)c1OC (configuration not stated)	-7	9	-7	3	-5	-17	-5	4	5	-14	4
CSc1ccc(C(=O)NCC(c2ccco2)N(C)C)cc1[N+](=O)[O-] (configuration not stated)	20	-3	9	-1	11	-16	-7	-4	-10	-12	8
CS(=O)(=O)N1N=C(c2ccco2)CC1c1ccc(Cl)cc1 (configuration not stated)	4	16	-7	-4	-4	-22	-16	-1	-10	10	-15

10 compounds from above, sorted by heavy-atom count, high to low.
SMILES	TRAIL sens C8	COUP-TFII inh	TWEAK Fn14 block	SRC3 inh	NR5A2 inv ag	NCOA2 inhibitor	TROY NFkB inh	EBV LMP1 NFkB	CF NFkB inh	KKLEB tox	NCOA1 inh
CCOC(=O)[C@]12CCC=C1N(Cc1ccco1)C(=O)[C@H](CC(=O)NCc1ccccc1)C2	-5	9	9	x	-39	17	-6	x	x	x	x
C=CCn1c(SCC(=O)Nc2ccc(N3CCOCC3)cc2)nnc1-c1ccncc1	28	-1	-5	6	13	18	22	-1	-1	-17	2
COc1ccc(/C=N/OCC(=O)NC(c2ccccc2)c2ccccc2)c(OC)c1	-8	25	15	-2	7	8	4	13	3	4	-38
O=[N+]([O-])c1nn(-c2ccc3c(c2)OCCO3)n(O)c1=NC1CCCCC1	1	-29	25	-27	-9	-16	-24	3	-6	8	-53
CN(C(=O)Cn1nnc(-c2ccc(F)cc2)n1)C1CCS(=O)(=O)C1 (configuration not stated)	-4	-12	7	-9	-3	-7	-5	-2	-16	19	-1
CSc1nc(-c2ccccc2)nc(N2CCOCC2)c1C(C)=O	-2	14	-2	11	2	-25	-5	-7	3	-2	-3
Cc1[nH]n(-c2ccccc2)c(=O)c1C(=O)Nc1ccccc1	-10	-20	-1	-23	-22	-18	-13	2	7	-16	0
CS(=O)(=O)N1N=C(c2ccco2)CC1c1ccc(Cl)cc1 (configuration not stated)	4	16	-7	-4	-4	-22	-16	-1	-10	10	-15
COc1ccc2c(c1)C(=O)CC(c1ccccc1)O2 (configuration not stated)	-3	-18	-4	-20	-39	-50	-30	-10	18	-16	-55
c1cc2c3c(cccc3c1)NC1(CCCC1)N2	-6	16	-12	-3	-7	15	8	6	13	-3	7

More records follow:
SMILES	TRAIL sens C8	COUP-TFII inh	TWEAK Fn14 block	SRC3 inh	NR5A2 inv ag	NCOA2 inhibitor	TROY NFkB inh	EBV LMP1 NFkB	CF NFkB inh	KKLEB tox	NCOA1 inh
COc1cccc(C(=O)OCC(=O)NCc2ccc3c(c2)OCO3)c1OC	-2	22	-15	13	14	-5	-8	6	-7	1	-20
O=C(NC(=O)c1ccccc1)Nc1ccc(-c2cnco2)cc1	23	-12	-27	-3	-10	-36	-46	x	-37	2	-44
COc1ccc(Cl)cc1NC(=O)C1CC(c2c(F)cccc2Cl)=NO1 (configuration not stated)	11	12	5	5	4	21	5	10	8	-8	7
COc1ccccc1OCCNC(=O)c1cc(C2CC2)nc2c1cnn2C(C)C	5	-14	18	-5	8	-8	10	8	24	-10	3
CCOC(=O)/C=C/C(=O)Nc1ccc(S(=O)(=O)Nc2nccs2)cc1	-5	-1	22	-10	-22	-13	0	21	11	1	-18
O=C(c1ccncc1)N1CCN(S(=O)(=O)c2ccccc2Br)CC1	8	21	5	-5	-6	1	-30	3	0	0	-32
Cc1cc(Br)ccc1OCC(=O)NNC(=O)c1cnccn1	3	8	-11	3	2	6	-24	1	-13	16	-6
O=c1[nH]c(NCc2ccccc2)nc2c1CCC2	-2	-22	-5	-1	19	-17	-7	-12	10	3	-9
